High-throughput results from PubChem.
LYPLA1 inh: LYPLA1 (human) inhibition in PME1 counter-screen. recombinant LYPLA1, FP-Rh probe fluorescence polarization. inhibition, % at 5.9 µM. 0.16% of 320,000 active. AID 2174. O75608;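 active = inhibition above the mean of all tested compounds plus 3 SD, set per campaign, cut at about 14% in these data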;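 also: inhibitors block serine hydrolase probe labeling of LYPLA1 so polarization falls; 0% = enzyme with DMSO and 100% = wells lacking LYPLA1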
Target sequence (O75608 whole entry, looked up): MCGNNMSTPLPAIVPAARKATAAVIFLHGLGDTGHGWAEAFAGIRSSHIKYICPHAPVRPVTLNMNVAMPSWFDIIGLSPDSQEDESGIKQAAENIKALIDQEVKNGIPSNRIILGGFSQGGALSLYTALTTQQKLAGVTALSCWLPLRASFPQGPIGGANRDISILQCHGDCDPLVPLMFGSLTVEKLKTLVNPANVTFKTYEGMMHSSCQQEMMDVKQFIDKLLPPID
EBNA-1 inhibitor: blocks EBNA-1 binding to DNA | EBNA-1 DNA binding, fluorescence polarization | inhibition, % at 14.8 µM | 0.34% of 300,000 active | AID 1950; in the data active = inhibition above about 28%
PAFAH2 FP inh: inhibitors of human PAFAH2. 0.99% of 340,000 active. Q99487. inhibition, % at 3.39 µM. recombinant PAFAH2, FP-rhodamine activity probe, fluorescence polarization. AID 492956;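 active = inhibition above the mean over all tested compounds plus 3 SD, cut at about 30% in these data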;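 also: inhibitors block probe labeling of enzyme so polarization drops; 0% = enzyme with DMSO and 100% = wells lacking PAFAH2 protein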
PREPL inhibitor: inhibitors of human prolyl oligopeptidase-like enzyme PREPL; AID 2751; recombinant PREPL, fluorescence polarization activity-based probe; Q4J6C6; inhibition, % at 5.96 µM; 0.68% of 320,000 active; in the data active = inhibition above about 43%;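 also: 0% = enzyme with DMSO and 100% = wells lacking enzyme; many of its hits are not listed in these tables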
LYPLA2 counter: LYPLA2 (human) inhibition in PME1 counter-screen | O95372 | recombinant LYPLA2, FP-Rh probe fluorescence polarization | inhibition, % at 5.9 µM | 0.38% of 320,000 active;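 active = inhibition above the screen-wide mean plus 3 SD, limit set per campaign, cut at about 26% in these data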;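 also: 0% = LYPLA2 with DMSO and 100% = wells lacking LYPLA2 enzyme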
GSTO1 counter: blocks human GSTO1 in RBBP9 counter-screen; inhibition, % at 5.96 µM; 1.1% of 300,000 active; AID 1974; recombinant GSTO1, activity-based probe fluorescence polarization; P78417;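 active = inhibition above the campaign mean inhibition plus 3 SD, cut at about 35% in these data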;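 also: 0% = GSTO1-1 with DMSO and 100% = wells lacking GSTO1-1 enzyme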
ZTA DNA inh: blocks Epstein-Barr virus ZTA, an EBNA-1 counter-screen; P03206; inhibition, % at 11 µM; 0.15% of 320,000 active; ZTA-DNA binding, fluorescence polarization; in the data active = inhibition above about 33%
PAFAH1B3 FP inh: blocks human PAF acetylhydrolase 1B catalytic subunit 3; Q15102; recombinant PAFAH1B3, FP-rhodamine probe, fluorescence polarization; inhibition, % at 3.39 µM; 0.28% of 340,000 active;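 active = inhibition above the screen-wide average of all tested compounds plus 3 SD, cut at about 25% in these data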;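 also: 0% = enzyme with DMSO only and 100% = wells lacking PAFAH1B3 protein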
PAD4 FP inh: blocks human protein arginine deiminase 4; Q9UM07; inhibition, % at 6.36 µM; recombinant PAD4, RCA probe fluorescence polarization; 0.41% of 330,000 active;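 active = percent inhibition above a cutoff equal to the mean of all tested compounds plus 3 SD, cut at about 15% in these data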;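 also: 0% = PAD4 with RCA probe and DMSO and 100% = probe without PAD4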
Target sequence (Q9UM07 whole entry, looked up): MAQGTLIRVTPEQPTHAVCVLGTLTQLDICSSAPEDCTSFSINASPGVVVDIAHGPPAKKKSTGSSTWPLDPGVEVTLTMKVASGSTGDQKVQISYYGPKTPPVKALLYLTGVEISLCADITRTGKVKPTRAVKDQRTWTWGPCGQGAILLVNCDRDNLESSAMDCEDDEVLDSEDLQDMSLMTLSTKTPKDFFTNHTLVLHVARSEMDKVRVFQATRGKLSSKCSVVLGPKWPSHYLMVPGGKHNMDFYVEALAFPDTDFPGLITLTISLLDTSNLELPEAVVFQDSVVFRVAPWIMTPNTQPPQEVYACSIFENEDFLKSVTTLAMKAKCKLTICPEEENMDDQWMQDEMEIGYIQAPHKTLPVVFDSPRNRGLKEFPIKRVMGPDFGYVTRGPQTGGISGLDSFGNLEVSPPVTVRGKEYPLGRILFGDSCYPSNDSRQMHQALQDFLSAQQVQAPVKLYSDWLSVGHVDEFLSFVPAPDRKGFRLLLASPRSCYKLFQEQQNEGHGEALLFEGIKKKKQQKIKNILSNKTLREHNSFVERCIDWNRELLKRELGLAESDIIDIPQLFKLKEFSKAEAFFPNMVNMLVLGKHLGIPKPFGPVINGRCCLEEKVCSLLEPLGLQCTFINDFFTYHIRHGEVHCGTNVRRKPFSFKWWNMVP
Starred values were filed as active, the others as inactive; . = no result given. These rows are one share of the data; the hit share may differ from the screen's.

SMILES	LYPLA1 inh	EBNA-1 inhibitor	PAFAH2 FP inh	PREPL inhibitor	LYPLA2 counter	GSTO1 counter	ZTA DNA inh	PAFAH1B3 FP inh	PAD4 FP inh
Fc1ccc(Nc2nnc(C(F)(F)F)s2)cc1Cl	-4.0	-3.7	10.5	-19.6	-0.4	-1.7	-4.5	5.2	-1.3
O=C(C1CCCCC1)N1CCCc2ccccc21	0.4	-4.0	3.4	-9.4	5.6	-4.3	1.1	13.7	5.7
CC1CCCCC1NC(=O)c1ccc2c(c1)OCCO2 (stereo unspecified)	-1.6	.	22.2	17.2	3.5	.	-11.7	5.7	-4.4
COc1ccc(CC(=O)O/N=C(\N)Cc2ccc([N+](=O)[O-])cc2)cc1	-1.4	8.1	16.7	12.2	-0.7	-7.6	-0.3	-0.3	3.6
CCOc1ccc(OCCOc2ccc(/C=C/C(=O)O)cc2OCC)cc1	-3.1	-4.5	-0.5	5.8	-4.4	7.7	-4.8	8.2	-1.6
COc1ccc(C(=O)N/N=C/c2ccc3cccc(O)c3n2)cc1	-10.1	-7.3	35.4*	19.2	-11.5	40.6*	-16.9	2.1	-26.1
NC(=O)C1CCN(c2nc(-c3ccccc3N)cs2)CC1	.	.	4.8	5.1	.	.	.	-3.7	0.8
Cc1ccc(S(=O)(=O)NC(=NC2CCCCC2)c2ccc(Cl)cc2)cc1	-0.7	2.5	-5.5	-5.4	4.0	5.4	-9.1	-1.9	-2.2
COC(=O)COc1ccc(C2Nc3c(Cl)ccc(C(=O)O)c3C3C=CCC32)cc1 (stereo unspecified)	0.3	4.4	28.1	1.7	2.8	22.2	10.1	5.6	-1.1
Cc1ccc(N(CC(=O)N2CCc3ccccc32)S(=O)(=O)c2cccs2)cc1	-2.3	11.8	1.1	-28.9	5.1	-0.8	10.5	4.6	4.8
Cc1n[nH]c(=O)c2c(NC(=O)CSc3nnc(-c4ccncc4)n3C)oc(C)c12	3.4	-15.1	-5.6	-5.2	1.5	1.0	7.0	4.3	2.4
NC(=O)C1CCN(Cc2cccc(OCc3ccccc3)c2)CC1	-0.3	-4.5	-10.0	8.9	-3.7	1.6	-10.5	-0.8	-2.5
O=C(CNC(=O)C1CCCCC1)Nc1ccccc1Cl	3.9	3.3	3.4	0.9	7.2	4.2	7.2	6.9	-3.2
Cn1c(SCc2ccc([N+](=O)[O-])cc2)nnc1-c1ccncc1	2.8	9.8	-4.5	2.5	1.1	6.5	-10.7	1.3	1.9
CCCc1nnc(SCC(=O)Nc2ccccc2Cl)n1CC1CCCO1 (stereo unspecified)	-0.8	-8.8	15.1	20.3	-4.2	9.9	2.4	7.0	-1.7
COc1ccc(-n2c(SCC(=O)N(C)C3CCS(=O)(=O)C3)nc3ccc(O)cc3c2=O)cc1OC (stereo unspecified)	.	.	1.4	5.3	.	.	.	0.4	-0.8
S=C(Nc1cccc(Cl)c1Cl)Nn1cnnc1	-0.3	0.7	2.4	-5.8	4.3	3.4	3.8	3.3	1.1
Cc1ccc(CN2CCN(Cc3cnc(N4CCOCC4)s3)CC2CCO)o1 (stereo unspecified)	0.2	12.1	-4.9	-1.3	-0.1	5.8	-3.5	3.8	0.1
CCCc1cc(C(=O)NNC(=S)NCc2ccccc2)cs1	-1.1	12.9	-3.3	12.3	5.8	-3.5	-6.6	6.0	0.5
COC(=O)C1=NN(c2ccc(C)cc2)C2(S1)SC(C(C)=O)=C(C)N2c1ccccc1 (stereo unspecified)	1.0	0.9	2.2	19.2	-0.2	4.8	-0.6	4.5	-3.3
CNc1oc(-c2ccc(C)cc2)nc1P(=O)(c1ccccc1)c1ccccc1	0.2	-0.3	11.1	27.4	2.0	9.7	-1.1	4.5	1.3
NS(=O)(=O)c1ccc(NC(=S)NC2CCCCCC2)cc1	1.2	-0.9	-6.3	7.1	2.4	-4.1	12.6	7.2	-3.3
CCOC(=O)c1ccc(N2C(=O)CC(N(Cc3ccc4c(c3)OCO4)C(=O)Nc3ccccc3)C2=O)cc1 (stereo unspecified)	-4.6	-0.3	6.9	1.9	-3.1	2.8	-0.3	3.0	1.6
CN1/C(=C/C(=O)c2cccs2)Sc2ccccc21	-1.4	4.8	11.9	17.2	2.7	3.5	16.1	6.9	-1.2
COc1ccc(Nc2oc(-c3ccccc3F)nc2C#N)cc1	-2.8	-3.5	2.6	7.1	1.1	-1.4	-7.5	1.7	-2.0
COc1ccc(OC)c(S(=O)(=O)N2CCC(C(=O)Nc3cccc(C(F)(F)F)c3)CC2)c1	-6.4	-2.1	-3.4	19.2	-7.5	-10.6	-1.8	-1.1	-5.6
CC(=O)N1CCN(Cc2nc3cc(NC(=O)COc4ccccc4)ccc3n2C)CC1	7.0	1.7	0.4	6.7	5.0	-1.0	-9.2	5.7	-3.9
O=C1C2(c3ccccc3)CN(CCO)CC1(c1ccccc1)CN(CCO)C2	2.4	10.1	5.7	0.7	4.2	-1.1	-6.3	5.8	-1.0
O=c1cc(Cl)c(-c2ccccc2)nn1Cc1ccc(Cl)cc1	-0.5	3.1	1.8	-7.1	26.4*	-3.6	2.9	10.7	-4.3
Cc1cccc(CNC(=O)c2ccc3nc(Cc4ccccc4F)oc3c2)n1	-3.7	-2.9	0.6	-4.1	0.0	-1.6	10.2	2.4	0.9
Cc1ccccc1NC(=O)COc1ccc(Br)cc1C	-2.4	-2.0	-1.7	16.0	0.5	-1.4	-4.7	3.2	-1.7
Nc1ccccc1SCC1CSc2nc3ccccc3c(=O)n21 (stereo unspecified)	-0.9	-2.0	4.0	22.1	-0.4	-0.1	7.7	0.5	-1.7
Cc1cc(NC(C)c2ccccc2)n2ncc(-c3ccccc3)c2n1 (stereo unspecified)	-1.6	12.1	5.5	0.7	-8.4	2.8	-11.0	1.1	-2.9
CN(Cc1ccccc1)S(=O)(=O)c1ccc(OCC(=O)Nc2cccc([N+](=O)[O-])c2)cc1	-12.2	13.3	-0.7	-4.2	-2.4	-1.0	12.8	8.1	-0.6
O=C(c1ccc(=O)n(Cc2ccccc2)n1)N1CCN(C/C=C/c2ccccc2)CC1	-0.7	-5.0	-7.9	18.0	1.3	-4.7	-8.3	-1.1	1.4
O=C(O)c1ccccc1NS(=O)(=O)c1ccc2c(c1)OCCO2	-1.3	-3.7	-3.4	-4.8	-3.9	-22.4	11.0	1.7	-4.5

Arranged by molar mass (ascending): some entries from above.
SMILES	LYPLA1 inh	EBNA-1 inhibitor	PAFAH2 FP inh	PREPL inhibitor	LYPLA2 counter	GSTO1 counter	ZTA DNA inh	PAFAH1B3 FP inh	PAD4 FP inh
Cc1cc(NC(C)c2ccccc2)n2ncc(-c3ccccc3)c2n1 (stereo unspecified)	-1.6	12.1	5.5	0.7	-8.4	2.8	-11.0	1.1	-2.9
Cc1ccccc1NC(=O)COc1ccc(Br)cc1C	-2.4	-2.0	-1.7	16.0	0.5	-1.4	-4.7	3.2	-1.7
CC(=O)N1CCN(Cc2nc3cc(NC(=O)COc4ccccc4)ccc3n2C)CC1	7.0	1.7	0.4	6.7	5.0	-1.0	-9.2	5.7	-3.9

Remaining list, next part.
SMILES	LYPLA1 inh	EBNA-1 inhibitor	PAFAH2 FP inh	PREPL inhibitor	LYPLA2 counter	GSTO1 counter	ZTA DNA inh	PAFAH1B3 FP inh	PAD4 FP inh
Cn1c(=O)c(-c2ccccc2N)nc2ccccc21	-0.5	-2.8	-0.7	-6.3	2.0	0.6	-13.3	10.7	0.9
Cc1ccc(Cl)c(OCC(=O)NCc2ccco2)c1	-3.2	9.1	6.7	4.6	2.6	-2.5	-7.3	4.7	-1.6
CC1CCN(C(=O)CN2C(=O)NC(C)(c3ccc4ccccc4c3)C2=O)CC1 (stereo unspecified)	.	.	9.6	12.4	.	.	.	4.2	4.0
Nc1ccc(-n2c(N)c(C(=O)NCc3ccc4c(c3)OCO4)c3nc4ccccc4nc32)cc1	-0.3	-10.4	14.5	15.2	-3.7	-4.1	-2.8	5.6	6.5
Cc1ccc(S(=O)(=O)N2[C@@H](c3ccc(C(C)(C)C)cc3)C(C(=O)O)=CC[C@H]2c2ccc(C(C)C)cc2)cc1	.	.	1.7	15.9	.	.	.	1.6	-11.2
O=C(CSc1nnc(Nc2ccccc2F)s1)NC1CC1	3.3	.	-1.1	2.6	2.1	.	-0.9	7.7	1.3
CCN(CC(=O)NCc1ccc(F)cc1)C(=O)/C=C/c1ccc(OC)cc1	7.5	10.7	5.1	-8.6	1.9	1.0	3.0	12.9	1.0
Cc1ccc(-c2nc(CS(=O)(=O)CC(=O)NCCCN(Cc3ccccc3)C(C)C)c(C)o2)cc1	1.3	-16.9	4.0	24.6	0.3	-0.3	-6.1	5.1	-6.3
Cc1ccc(C)c(N2CCN(C(=O)CCNC(=O)Cn3ccc4ccccc4c3=O)CC2)c1	0.8	-3.0	-2.8	8.6	4.9	-1.0	-7.0	-1.1	-4.8
O=C(O)CN1C(=O)/C(=C\c2ccccc2OCc2ccc(F)cc2)SC1=S	0.7	3.8	38.5*	5.2	0.7	-6.4	-2.3	2.4	-1.6
O=C(c1ccc2c(c1)OCCO2)N1CCN(c2ccc([N+](=O)[O-])cc2)CC1	-1.0	11.5	.	33.1	10.8	-6.0	-0.2	.	0.5
Cc1ccc(Sc2ncccc2C(=O)NCC(c2ccc(F)cc2)N2CCOCC2)c(C)c1 (stereo unspecified)	0.9	0.9	-1.6	-10.7	2.3	6.1	-15.4	8.0	-2.1
CN(CC(=O)Nc1cc(S(=O)(=O)N2CCCCCC2)ccc1Cl)Cc1ccc2c(c1)OCO2	-1.6	.	4.5	2.1	-2.9	.	14.7	3.3	-5.4
CCN(CCCNC(=O)C1CCC(=O)N1Cc1ccccc1Cl)c1cccc(C)c1 (stereo unspecified)	0.8	-8.2	-5.9	13.5	6.0	-0.8	-17.1	0.8	4.7
CC(=O)Nc1ccc2c(c1)OCCO2	1.5	3.4	2.9	-7.4	2.9	-3.3	-4.7	-4.3	-6.4
O=C(Nc1nccs1)c1sc2ccccc2c1Cl	-11.6	0.9	-6.0	-60.2	-3.8	-1.0	9.5	4.9	7.5
COc1ccc(-c2noc(-c3cccc(Cl)c3)n2)cc1OC	-6.6	4.2	5.3	2.5	-10.0	-5.3	-11.8	9.5	-7.7
O=C(NCc1cccnc1)Nc1cccc(NC(=O)NCc2cccnc2)c1	1.1	17.0	-1.8	-4.2	-4.5	-2.1	-3.5	5.2	2.8
CCOC(=O)N1CCC(Nc2c(NCCN3CCN(Cc4ccccc4)CC3)c(=O)c2=O)CC1	0.4	-2.8	-6.0	7.1	19.4	5.0	0.5	5.0	1.3
CC(=O)Oc1ccc(C(=O)Nc2cccnc2)cc1	2.3	-0.7	4.3	0.9	6.3	5.6	0.2	0.4	1.1
CCN1C(=O)CC(N2CCC(c3nc4ccccc4[nH]3)CC2)C1=O (stereo unspecified)	1.6	3.7	2.3	5.5	3.5	2.3	-8.7	12.6	-1.8
COCCNC(=O)CN1C(=O)NC(c2ccccc2)(c2ccccc2)C1=O	-1.4	-25.4	0.3	8.6	2.7	3.0	-2.0	6.5	-6.3
CCOC(=O)/C(C#N)=C/c1cn(CCC(=O)O)nc1-c1ccc(Cl)cc1	1.7	-3.5	3.8	6.5	8.1	15.1	-7.5	-0.2	4.8
O=C(CC1SC(=O)N(Cc2ccc(Cl)cc2)C1=O)Nc1nccs1 (stereo unspecified)	1.3	15.3	-3.9	8.8	11.2	-0.2	-1.7	2.0	1.7
Cc1cc(NC(=O)CSc2nc(C(C)C)nc3c2c(=O)n(C)c(=O)n3C)no1	0.5	-2.9	5.0	-3.7	2.1	-1.7	6.5	2.6	-1.6
CCOc1cc(Br)c(C(=O)O)cc1OC	1.2	8.7	6.5	5.9	-1.9	0.6	-6.5	8.3	2.1
Cc1ccc(/C=N/NC(=O)CCCOc2ccc(Cl)cc2Cl)cc1[N+](=O)[O-]	-1.6	-12.3	-43.3	-47.0	-0.3	-7.2	-11.5	-3.4	-2.5
